Bioassay records deposited in PubChem by Broad Institute.
esBAF inh: inhibitors of esBAF chromatin remodeling in mouse ES cells | 2% of 350,000 active | reporter increase, % at 12.5 µM | Bmi1-luciferase knock-in reporter, 24 h; 100% = twice the neutral-well signal; in the data active = activation above about 40%;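 also: 0% = median of the plate's neutral control wells and 100% = double that signal; a rise in the Bmi1 reporter signal indicates esBAF inhibition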
miR122 inh: inhibitors of miR-122 in Huh7 cells | Huh7 miR-122 Renilla luciferase sensor, 48 h; neutral wells = 0, positive control = 100 | activation (reporter increase), % at 12.5 µM | 0.3% of 340,000 active | AID 602342;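 active = mean replicate activation score at least 90 and every replicate individually at or above 90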;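 also: higher luciferase means less miR-122 activity so hits act as miR-122 inhibitors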
Cneo AK release: causes C. neoformans cell lysis | adenylate kinase release luminescence, 4 h; normalised: neutral wells 0, clomiphene wells 100 | lysis activity, % at 15 µM | 0.2% of 360,000 active;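 active = mean lysis activity across replicates of at least 80%, whatever share of replicates individually reach that level; inactive = mean lysis activity below 80%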
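Assay system: log-phase C. neoformans yeast / Quantity: yeast cell density of 5 × 10^6 cells/mL / Medium: fresh YPD growth medium / Compound: single dose / Timing: static 4 h at 37 °C with compound, 1 h detection / Measured by: adenylate kinase release luminescence / Read-out: lysis from increased AK signal / Benchmarks: Clomiphene as positive lysis control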
ERp5 inh: inhibitors of human ERp5. ERp5 insulin aggregation, absorbance 650 nm, 90 min. inhibition, % at 9.99 µM. 0.05% of 350,000 active. AID 651711;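 active = mean replicate inhibition above about 25%, with every replicate also reaching it, limit read from the data, passing the limit was not always enough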
Target sequence (Q15084 whole entry, looked up): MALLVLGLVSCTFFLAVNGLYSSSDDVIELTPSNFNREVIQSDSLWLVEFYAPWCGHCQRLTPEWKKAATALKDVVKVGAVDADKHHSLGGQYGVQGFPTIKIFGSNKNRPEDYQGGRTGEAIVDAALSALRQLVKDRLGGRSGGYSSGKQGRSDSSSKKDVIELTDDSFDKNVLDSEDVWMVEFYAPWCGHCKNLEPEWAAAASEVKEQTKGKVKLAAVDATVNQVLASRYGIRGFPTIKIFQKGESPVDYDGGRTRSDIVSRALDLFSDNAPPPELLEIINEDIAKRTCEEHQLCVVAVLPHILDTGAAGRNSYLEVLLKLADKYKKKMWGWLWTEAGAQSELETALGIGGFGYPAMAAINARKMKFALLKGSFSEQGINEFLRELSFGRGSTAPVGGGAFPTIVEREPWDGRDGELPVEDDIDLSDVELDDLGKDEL
C2C12 statin: suppression of simvastatin myotoxicity; rescue of ATP level, % at 7.49 µM; AID 602340; C2C12 myotubes + simvastatin, ATP luminescence, 48 h; scaled: DMSO 0, geranylgeraniol control 100; 0.78% of 330,000 active;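 active = mean ATP rescue above about 67%, or every replicate alone reaching that limit, limit read from the data, passing the limit was not always enough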;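 also: myotubes were challenged with 10 µM simvastatin during compound exposure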
SIRT5 inh: inhibitors of human sirtuin-5 desuccinylase. Q9NXA8. Purified SirT5, succinyl-peptide AMC, trypsin-coupled fluorescence. inhibition, % at 15 µM. 1.1% of 330,000 active; in the data active = inhibition above about 15%
Target sequence (Q9NXA8 whole entry, looked up): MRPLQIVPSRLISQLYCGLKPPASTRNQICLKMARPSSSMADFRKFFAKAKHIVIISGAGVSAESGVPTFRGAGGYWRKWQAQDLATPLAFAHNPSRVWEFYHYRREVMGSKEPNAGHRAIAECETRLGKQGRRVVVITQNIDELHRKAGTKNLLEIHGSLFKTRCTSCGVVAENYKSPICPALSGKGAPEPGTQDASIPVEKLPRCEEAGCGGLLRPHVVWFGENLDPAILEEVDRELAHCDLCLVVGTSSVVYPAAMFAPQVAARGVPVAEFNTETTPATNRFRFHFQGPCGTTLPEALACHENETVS
ARNT TACC3 PPI: ARNT/TACC3 interaction disruption | Q9Y6A5 | AID 623870 | 0.66% of 390,000 active | AlphaScreen His-ARNT PAS-B/GST-TACC3 binding, luminescence; TACC3 fragment carries E629A point mutation | inhibition, % at 9.99 µM;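 active = mean inhibition of replicates at least 50% and at least half of replicates each reaching 50%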;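 also: 0% = complete ARNT plus TACC3 wells and 100% = ARNT alone without TACC3; many hits fall short of the cut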
* = called active by the depositor; nt = not tested or not shown; [ ] = dose if it differs, or a comment.

SMILES	esBAF inh	miR122 inh	Cneo AK release	ERp5 inh	C2C12 statin	SIRT5 inh	ARNT TACC3 PPI
COc1ccc(/C=C2\CCCC3C2=NN(C(=O)c2ccco2)C3c2ccc(OC)c(OC)c2)cc1OC (stereo not drawn)	7	-5	1	nt	nt	nt	-1
C[C@@H]1CN([C@H](C)CO)C(=O)c2cc(NC(=O)CCCN(C)C)ccc2O[C@@H](C)CCCCO[C@H]1CN(C)S(=O)(=O)c1ccccc1	-4	8[16.7 µM]	-6	1	nt	-3	-4
O=C1CSC(c2ccccn2)N1c1ccc(Cl)c(Cl)c1 (stereo not drawn)	1	15	0	nt	9	nt	2
O=C(Cc1ccccn1)NCC[C@@H]1CC[C@H](NC(=O)CN2CCOCC2)[C@@H](CO)O1	0	nt	0	-2	2	1	4
CSc1ncccc1-c1nc2ccccc2[nH]1	-14	-6	-3	nt	16	nt	-8
COc1ccc(-n2c(Cc3cccn3C)nnc2SCC(=O)Nc2cccc(F)c2)cc1	3	5	2	0	-7	-3	-1
COCC(=O)N1C[C@@H](C)[C@H](OC)CN(C)C(=O)c2cc(NC(=O)c3ccccc3)ccc2OC[C@@H]1C	-1	nt	-3	-1	-11	nt	-36
COc1ccc(NC(=O)CSc2nnnn2C2CCCC2)c(OC)c1	-1	nt	3	4	7	nt	1
O=C(Nc1ncc([N+](=O)[O-])s1)C1CCN(S(=O)(=O)c2cnc[nH]2)CC1	4	-5	2	4	11	0	-1
NC(=O)c1ccc(NC(=O)COC(=O)C(Cc2ccccc2)NC(=O)c2ccccc2)cc1 (stereo not drawn)	-7	-3	nt	9	-3	-2	8
C[C@H](CO)N1C[C@H](C)[C@@H](CN(C)C(=O)C2CCC2)Oc2ncc(-c3ccc(F)cc3)cc2C1=O	3	10[16.7 µM]	-11	-6	-2	-3	-8
COc1ccc(C(=O)NCc2nnc(SCC(=O)Nc3ccccc3OC)o2)cc1	-1	0	2	-3	1	-2	4
CN(c1ccc(O)cc1)c1nc(-c2cccnc2)cs1	34	14	-7	0	-5	2	2
Cc1nc2c(c(C)nn2-c2ccccc2)c(C)c1Cl	1	-5	0	4	nt	-4	-1
O=C(NCc1cccnc1)c1ccc(-c2cccc(Cl)c2Cl)o1	-6	9	nt	2	-1	-2	4
C[C@@H]1CCCCO[C@@H](CN(C)C(=O)c2ccncc2)[C@@H](C)CN([C@@H](C)CO)C(=O)c2cc(NS(=O)(=O)c3ccccc3)ccc2O1	-2	2[16.7 µM]	-2	-1	nt	-3	-3
COc1ccc(CN(Cc2cccnc2)S(=O)(=O)c2ccc(-n3cnnn3)c(C)c2)cc1OC	-5	1	-4	nt	-9	nt	-1
C[C@@H]1CN([C@@H](C)CO)C(=O)Cc2cc(NC(=O)Nc3cccc4ccccc34)ccc2O[C@@H]1CN(C)S(=O)(=O)c1ccc(F)cc1	2	-1[16.7 µM]	5	6	54	0	6
CCOC(=O)c1sc(NC(=O)C2CC(=O)N(c3ccc(OC)cc3)C2)nc1C (stereo not drawn)	-2	6	1	-2	7	-6	6
C[C@@H]1CN([C@@H](C)CO)C(=O)c2cc(NC(=O)Nc3ccc4c(c3)OCO4)ccc2O[C@H]1CN(C)Cc1ccc(C(F)(F)F)cc1	6	-4[16.7 µM]	2	4	nt	10	1

Just esBAF inh (2 entries from above):
compound | esBAF inh
O=C(Nc1ncc([N+](=O)[O-])s1)C1CCN(S(=O)(=O)c2cnc[nH]2)CC1 | 4
NC(=O)c1ccc(NC(=O)COC(=O)C(Cc2ccccc2)NC(=O)c2ccccc2)cc1 (stereo not drawn) | -7

Next records.
SMILES	esBAF inh	miR122 inh	Cneo AK release	ERp5 inh	C2C12 statin	SIRT5 inh	ARNT TACC3 PPI
CCCC(C)c1nnc(NC(=O)C2CCCO2)s1 (stereo not drawn)	20	-4	0	-10	-8	1	-8
O=C(c1cccc(S(=O)(=O)N2CCc3ccccc3C2)c1)N1CCN(c2ccccc2)CC1	-2	1	0	nt	7	nt	-2
O=C(OCC(=O)c1c[nH]c2ccccc12)c1cc(Br)ccc1O	nt	nt	nt	2	nt	3	-5
COc1ccc(CN(C)C[C@H]2OCCCC[C@H](C)Oc3ccc(NC(=O)c4ccccc4)cc3C(=O)N([C@H](C)CO)C[C@@H]2C)cc1	0	9[16.7 µM]	-5	-1	nt	0	-1
CCC(=O)Nc1ccc2c(c1)OC[C@H](C)N(CCC(F)(F)F)C[C@@H](C)[C@@H](OC)CN(C)C2=O	4	1[16.7 µM]	53	-2	-3	1	1
CCc1nc2cc(CC(=O)O)ccc2o1	nt	10	0	nt	nt	nt	-9
COc1cccc(N(CC(=O)Nc2ccc3c(c2)OCO3)S(=O)(=O)c2ccccc2)c1	9	43	-1	nt	2	nt	-3
CN(C)CCNC(=O)CCn1nc(-c2ccc(Cl)cc2)ccc1=O	4	nt	0	-1	3	-5	-8
CC1(NC(=O)CCc2nc3ccccc3c(=O)[nH]2)CCS(=O)(=O)C1 (stereo not drawn)	2	nt	1	-8	4	-5	1
C[C@@H]1CN([C@H](C)CO)S(=O)(=O)c2ccc(C#Cc3ccc(F)cc3)cc2O[C@H]1CN(C)S(=O)(=O)c1ccc(F)cc1	-7	4[16.7 µM]	7	-6	-3	26*	3
COc1ccc2[nH]cc(C(=O)N3CCCCC3)c(=O)c2c1	3	-1	-1	nt	10	nt	-1
COc1ccc(NC(=O)N(C)C[C@H]2Oc3ncc(C#CCN(C)C)cc3C(=O)N([C@H](C)CO)C[C@@H]2C)cc1	0	1[16.7 µM]	nt	nt	5	nt	nt
CN(C1=NC(=O)C(CC(=O)O)S1)c1ccc(O)cc1 (stereo not drawn)	nt	1	nt	9	nt	nt	-5
O=C(NNC(=O)c1c(O)c2ccccc2[nH]c1=O)c1ccccc1Br	7	-8	0	4	5	-3	-1
COc1ccc(C(c2sc3nc(C)nn3c2O)N2CCc3ccccc3C2)cc1 (stereo not drawn)	-1	12	0	6	7	-1	2
O=C(NCc1ccncc1)C1CCC(=O)N(CCc2ccc(Cl)cc2)C1 (stereo not drawn)	-10	-6	4	7	5	0	-3
O=C(COc1ccc([N+](=O)[O-])cc1)Nc1ccc2c(c1)OCO2	nt	nt	nt	3	nt	-1	0
O=C(NC(=S)NC1CCSC1=O)c1ccc([N+](=O)[O-])cc1 (stereo not drawn)	7	2	4	1	13	-2	-5
CC(=O)Nc1ccc2nc(NC(=O)c3cccs3)sc2c1	-34	0	1	1	-42	-6	1
CC1CC(C)(C)NC(=S)N1CC(=O)NCc1ccc(F)cc1 (stereo not drawn)	nt	nt	nt	-2	nt	-4	0
C=CCN(C(=O)c1csnn1)C(C(=O)NC1CCCC1)c1ccc(F)cc1 (stereo not drawn)	-3	nt	1	1	-8	0	2
O=C1c2ccccc2NC(c2ccc(-c3ccc(F)cc3)o2)N1O (stereo not drawn)	41*	nt	1	13	1	nt	4
NNc1nc2ccccc2nc1C(F)(F)F	-8	1	nt	-1	-8	-1	7
Cn1c(=N)n(CC(O)c2cccc3ccccc23)c2ccccc21 (stereo not drawn)	13	31	-4	nt	-5	nt	20
CCOC(=O)C1=CCN(S(=O)(=O)c2ccccc2F)C1c1cccc(Cl)c1 (stereo not drawn)	1	-5	-4	0	-1	nt	nt
CC(C)C[C@H]1CN([C@@H](CC(C)C)CN2CCCC2CN2C(=S)NC[C@@H]2Cc2ccc(O)cc2)C(=S)N1CC1CCCCC1 (stereo partly drawn)	5	-1	0	-3	-3	-2	13
CCN1C(=O)[C@H]2[C@@H](c3ccc(-c4ccc(OC)cc4)cc3)N[C@@](CC(C)C)(C(=O)OC)[C@H]2C1=O	0	-11	-1	-2	0	-5	1
O=C(N/N=C/c1ccc(Cl)cc1)C1CC12CCC2 (stereo not drawn)	38	6	0	10	-9	-2	-8
C[C@@H]1CCCCO[C@H](CN(C)C(=O)Nc2ccc(F)cc2)[C@H](C)CN([C@H](C)CO)C(=O)c2cc(NS(=O)(=O)c3ccc(F)cc3)ccc2O1	6	-8[16.7 µM]	3	nt	nt	nt	-17
CCOc1nc2ccccc2nc1C	10	4	3	nt	13	nt	0
CN(C)c1ccc(C2/C(=C(/O)c3ccc(Br)cc3)C(=O)C(=O)N2C)cc1 (stereo not drawn)	-6	2	0	2	-1	4	-6
O=C(NC1CC1)c1ccc(C2SCC(=O)N2Cc2ccccc2)cc1 (stereo not drawn)	nt	nt	nt	2	nt	-1	1
O=C(Nc1ccc2c(c1)CCC2)C1CCCO1 (stereo not drawn)	32	0	0	2	7	-1	-3
CC(=O)N1CCC(N(CCN2CCOCC2)C(=S)Nc2cccc(C)c2C)CC1	nt	-15	1	nt	nt	nt	-9
COc1ccc([N+](=O)[O-])cc1N(CC(=O)NCCSc1ccc(C)cc1)S(C)(=O)=O	4	1	nt	-5	15	-6	-6
O=C(C[C@H]1C[C@@H]2c3cc(NC(=O)NC4CCCC4)ccc3O[C@@H]2[C@H](CO)O1)NC1CCCC1	2	-2[16.7 µM]	0	-5	1	-3	-8
O=C(CN1CCN(C(=O)CNC(=O)c2ccc3c(c2)OCO3)CC1)Nc1ccc(F)cc1	11	2	-1	12	18	-7	4
CC1(C)CC(=O)c2cc(OCC(=O)NCCN3CCCc4ccccc43)ccc2O1	-1	-1	-1	nt	-5	nt	-6
O=C1CN(C(=O)COC(=O)CCC(=O)c2ccc(F)cc2)c2ccccc2N1	-3	-6	21	2	1	7	-4
CN(CC(=O)Nc1ccc(F)c(F)c1F)C(=O)C1CC(=O)N(c2ccc3c(c2)OCCO3)C1 (stereo not drawn)	nt	nt	nt	-6	nt	0	-1
CC(=O)c1nn(-c2ccc(C(F)(F)F)cc2)c(=O)[nH]c1=O	-5	1	4	3	-15	-1	9
CC1(C)Cc2ccccc2C(NN=C2CCCC2)=N1	nt	nt	nt	4	nt	2	44
CCCC(=O)N1CCN(C2=NS(=O)(=O)c3ccccc32)CC1	-6	3	2	nt	-1	nt	0
COc1ccccc1/C=C/CN1CCCC(CO)(CCc2ccccc2)C1 (stereo not drawn)	4	4	26	-1	5	0	23
CCC1=Nc2cc(C(=O)NCC3CCCO3)ccc2Sc2ccc(Cl)cc21 (stereo not drawn)	nt	nt	1	-2	nt	-1	-10
COc1ccc(C(=O)c2ccc(C)cc2)c(OC)c1OC	0	-2	0	3	-3	1	-3
COc1ccc(C2=C3C(=O)OCC3Cc3ncn(Cc4ccccc4)c32)cc1 (stereo not drawn)	2	-7	0	4	7	4	6
CCOC(=O)C1CCCN(C(=O)c2cc3cc(Br)ccc3oc2=O)C1 (stereo not drawn)	nt	nt	nt	7	nt	-4	-10
O=C(OCCNc1ccc(C(F)(F)F)cc1[N+](=O)[O-])c1cc2ccccc2oc1=O	nt	nt	nt	2	nt	0	0
CC(C)CC(=O)NC(=S)Nc1ccccc1C(=O)Nc1ccccc1	-1	1	nt	nt	3	nt	-1
O=S(=O)(c1ccc(-c2cnc(C3CC3)o2)cc1)N1CCN(c2ccccc2)CC1	-5	nt	8	7	28	-1	-11
Cc1cccc(C)c1Nc1nnc(SCC(=O)NCc2ccco2)s1	2	-2	3	nt	17	nt	0
C=CCSc1nnc(NC(=O)CN2C(=O)NC3(CCCC3)C2=O)s1	-4	nt	-1	3	-1	0	nt
Cc1ccc(F)cc1CNC(=O)C1CCC(=O)N(CCc2ccccc2)C1 (stereo not drawn)	3	-1	-1	1	0	1	1

Five compounds from above, ordered by molar mass, largest number first.
SMILES	esBAF inh	miR122 inh	Cneo AK release	ERp5 inh	C2C12 statin	SIRT5 inh	ARNT TACC3 PPI
O=C(OCCNc1ccc(C(F)(F)F)cc1[N+](=O)[O-])c1cc2ccccc2oc1=O	nt	nt	nt	2	nt	0	0
CCC1=Nc2cc(C(=O)NCC3CCCO3)ccc2Sc2ccc(Cl)cc21 (stereo not drawn)	nt	nt	1	-2	nt	-1	-10
COc1ccccc1/C=C/CN1CCCC(CO)(CCc2ccccc2)C1 (stereo not drawn)	4	4	26	-1	5	0	23
CCCC(=O)N1CCN(C2=NS(=O)(=O)c3ccccc32)CC1	-6	3	2	nt	-1	nt	0
COc1ccc(C(=O)c2ccc(C)cc2)c(OC)c1OC	0	-2	0	3	-3	1	-3

Outcome played no part in choosing rows; overall some 4% were active at least once.
